Screening data as filed in PubChem.
HP1b chromo inh: HTS for Inhibitors of HP1-beta Chromodomain Interactions with Methylated Histone Tails | Chromobox protein homolog 1 (Homo sapiens), P83916 | AlphaScreen HP1-beta / biotin-H3K9me3 peptide binding | Potency, µM (doses to about 114 µM), for inactives: at the top dose activity change, negative = inhibition, actives largely listed as inhibitors | 0.56% of 390,000 active | AID 540317, 2011; note: potency is the fitted concentration of half-maximal effect; nearly all actives have a fitted effect of over 70% in size; inactives centre near 23
Target sequence (P83916 whole entry, looked up): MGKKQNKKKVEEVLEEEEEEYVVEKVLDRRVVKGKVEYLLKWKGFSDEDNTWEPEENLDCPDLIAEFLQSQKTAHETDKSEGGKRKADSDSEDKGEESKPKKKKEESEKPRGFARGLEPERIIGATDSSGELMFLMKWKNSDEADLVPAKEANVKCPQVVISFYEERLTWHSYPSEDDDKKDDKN
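AlphaScreen: HP1-beta (50 nM) preformed 30 min with biotin-H3(1-18)K9me3 peptide (50 nM) in PBS pH 7.4, 0.01% Tween-20. Compound added for 30 min at RT, then streptavidin donor/nickel chelate acceptor beads (10 ug/mL) for 30 min.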
BAZ2B inh: qHTS Assay for Inhibitors of BAZ2B. Bromodomain adjacent to zinc finger domain protein 2B (Homo sapiens), Q9UIF8. AlphaScreen BAZ2B-H3K14Ac peptide displacement. Potency, µM (titrated, usually from 114 µM), inactives show at the top dose activity change, negative = inhibition, actives largely listed as inhibitors. 4.4% of 360,000 active. AID 504333, 2011; note: potency is the fitted concentration of half-maximal effect; % is set by controls: 0 for no effect and ±100 for the full control effect; nearly all actives have a fitted effect of over 60% in size
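In this displacement format the biotinylated H3(5-23) peptide acetylated at Lys14 serves as ligand at 50 nM, with BAZ2B at 50 nM in PBS pH 7.4 containing 0.01% Tween-20. Donor and acceptor beads are 10 ug/mL final.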
Pin1 inhibitor: qHTS Assay to Find Inhibitors of Pin1; Peptidyl-prolyl cis-trans isomerase NIMA-interacting 1 (Homo sapiens), Q13526; Potency, µM (series often up to 115 µM), for inactives: top-dose activity, negative = inhibition, hits mostly inhibitors; 0.009% of 390,000 active; Pin1 FP peptide displacement, HiFluor488, 10 min; AID 504891, 2011; active = well fitted inhibition curve with a large enough effect in the polarisation, with a control signal flat, not every such curve was filed as active; inconclusive = small, poorly fitted or top-dose-only effect, or effect the other way, or a change in a side signal; inactive = no such curve, though single readings can be large or run the other way; the % refers to the polarisation; note: potency is the fitted concentration of half-maximal effect; % is set by controls: 0 for no effect and ±100 for the full control effect
Target sequence (Q13526 whole entry, looked up): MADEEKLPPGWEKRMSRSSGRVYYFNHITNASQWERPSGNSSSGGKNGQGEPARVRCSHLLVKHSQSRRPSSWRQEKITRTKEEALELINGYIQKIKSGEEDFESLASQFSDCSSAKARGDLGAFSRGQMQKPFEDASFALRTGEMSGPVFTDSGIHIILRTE
Pol eta inh: qHTS for Inhibitors of Polymerase Eta. recombinant Pol eta, fluorescent DNA replication assay. Potency, µM (doses to about 114 µM), without a hit: at the highest dose activity change, negative = inhibition, usual class: inhibitors. 1.2% of 390,000 active; note: potency is the fitted concentration of half-maximal effect; % is set by controls: 0 for no effect and ±100 for the full control effect
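Pol eta at 10 nM preincubated with compounds 15 min at room temperature; reaction started with fluorescent substrate (50 nM final) and read kinetically at 0 and 10 min.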
GLS inhibitor: qHTS for Inhibitors of Glutaminase (GLS); Glutaminase kidney isoform, mitochondrial (Homo sapiens), O94925; AID 624170, 2012; 0.21% of 410,000 active; GLS enzymatic activity, qHTS titration; Potency, µM (highest dose often 45.5 µM), for the others: at the highest dose activity change, negative = inhibition, hits mostly inhibitors; note: potency is the fitted concentration of half-maximal effect; % is set by controls: 0 for no effect and ±100 for the full control effect
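Glutamate formation by hKGA was monitored fluorometrically using coupled glutamate oxidase, HRP and Amplex Red. Substrate was added as 1 mM L-glutamine solution; incubation was 30 min at RT after an initial read.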
Tb PGK inh: qHTS Assay to Find Inhibitors of Phosphoglycerate Kinase. Phosphoglycerate kinase, glycosomal (Trypanosoma brucei brucei), P07378. PGK/GAPDH coupled, Kinase-Glo luminescence, 60 min. Potency, µM (titrated, usually from 57.5 µM), inactives show at the highest dose activity change, negative = inhibition, hits mostly inhibitors. 0.043% of 380,000 active; note: potency is the fitted concentration of half-maximal effect; % is set by controls: 0 for no effect and ±100 for the full control effect; nearly all actives have a fitted effect of over 60% in size
Target sequence (P07378 whole entry, looked up): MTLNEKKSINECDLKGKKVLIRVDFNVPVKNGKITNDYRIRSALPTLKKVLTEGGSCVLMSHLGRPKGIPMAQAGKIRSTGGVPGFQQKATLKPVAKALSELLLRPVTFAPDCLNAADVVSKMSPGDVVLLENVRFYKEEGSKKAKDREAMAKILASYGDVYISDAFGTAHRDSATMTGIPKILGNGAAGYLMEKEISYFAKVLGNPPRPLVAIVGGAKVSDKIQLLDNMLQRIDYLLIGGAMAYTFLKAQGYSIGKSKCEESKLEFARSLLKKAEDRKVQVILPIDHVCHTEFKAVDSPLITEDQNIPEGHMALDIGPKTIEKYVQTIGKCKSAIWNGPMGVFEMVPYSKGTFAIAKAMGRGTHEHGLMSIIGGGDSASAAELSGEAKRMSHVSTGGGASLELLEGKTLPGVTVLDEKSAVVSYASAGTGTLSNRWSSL
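Luminescent ATP detection (Kinase-Glo Plus) follows a 60-minute room-temperature incubation, with wells lacking PGK as controls. Buffer: 100 mM TEA (pH 7.6), 5 mM MgCl2, 0.01% Tween-20. Coupling enzyme GAPDH (100 nM final) supplies unstable 1,3-BPG in-well.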
G9a inh: qHTS Assay for Inhibitors of Histone Lysine Methyltransferase G9a; G9a H3K9 monomethylation, AlphaScreen, 2 h; Histone-lysine N-methyltransferase EHMT2 (Homo sapiens), Q96KQ7; Potency, µM (series often up to 102 µM), for inactives: top-dose activity, negative = inhibition, usual class: inhibitors; AID 504332, 2011; 8.8% of 350,000 active; note: potency is the fitted concentration of half-maximal effect; % is set by controls: 0 for no effect and ±100 for the full control effect; nearly all actives have a fitted effect of over 75% in size
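Enzyme 20 nM + cpd, 15 min RT; add b-H3K9 pep 500 nM / SAM 20 uM; 2 h RT; anti-H3K9me1 Ab 0.5 ug/mL + SA donor / anti-rabbit acceptor beads 20 ug/mL each, 10 min; AlphaScreen read.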
JMJD2A Tudor: qHTS Assay for Inhibitors of JMJD2A-Tudor Domain; Lysine-specific demethylase 4A (Homo sapiens), O75164; AlphaScreen JMJD2A-Tudor / H3K4me3 peptide binding; Potency, µM (doses to about 114 µM), for inactives: at the highest dose activity change, negative = inhibition, usual class: inhibitors; 4.4% of 390,000 active; AID 504339, 2011; note: potency is the fitted concentration of half-maximal effect; % is set by controls: 0 for no effect and ±100 for the full control effect; nearly all actives have a fitted effect of over 50% in size
PI4K2A block: qHTS for small molecular inhibitors of PI4K2A. Phosphatidylinositol 4-kinase type 2-alpha (Homo sapiens), Q9BTU6. purified PI4K2A, ADP-Glo luminescence, 1 h; active compounds read low. activity change, negative = inhibition, % at 76.9 µM. 0.13% of 420,000 active. AID 1346378, 2018; in the data active = activity change below about -50%; inconclusive = mostly about -30% to -49%;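 note: -100% = wells without enzyme as full effect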
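Compounds are screened against recombinant PI4K2A using PI as substrate and ATP, the latter dispensed at 300 microM. Reactions run one hour at ambient temperature before ADP-Glo detection; full inhibition defined by wells lacking enzyme.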
An asterisk follows results filed as active; i = inactive; ? = inconclusive; nt = not tested or not shown; & = joins results of further samples; [ ] = dose if it differs, or a comment. Unless noted, calls come from the whole dose curve; as a rule, active = well fitted curve in the direction sought with a large enough effect; inconclusive = small, poorly fitted or top-dose-only effect, or another doubt; inactive = no such curve, though single readings can be large; an effect the other way counts as inactive or inconclusive.

The opening three entries as a preview:
SMILES	HP1b chromo inh	BAZ2B inh	Pin1 inhibitor	Pol eta inh	GLS inhibitor	Tb PGK inh	G9a inh	JMJD2A Tudor	PI4K2A block
Cc1ccc(CN2CCC(CO)(CC3CCCCO3)CC2)o1 (centres undefined)	21.9%	-11.8%	7.2%	-22.5%	4.5%	-2.4%	-23.1%	0.0%	1.3
CCOc1ccccc1NC(=O)CSc1nnc(Cn2c(=O)sc3ccccc32)n1C	35.8%	-2.8%	-4.9%	-10.8%	2.6%	i	-10.0%[59 µM]	-14.8%	-0.6
COc1ccc(NC2=NCCC2)cc1	10.4%	17.6%	-3.2%	4.3%	0.4%	-2.4%	-24.5%[59 µM]	-21.4%	-7.1

The list itself, repeating the preview:
SMILES	HP1b chromo inh	BAZ2B inh	Pin1 inhibitor	Pol eta inh	GLS inhibitor	Tb PGK inh	G9a inh	JMJD2A Tudor	PI4K2A block
Cc1ccc(CN2CCC(CO)(CC3CCCCO3)CC2)o1 (centres undefined)	21.9%	-11.8%	7.2%	-22.5%	4.5%	-2.4%	-23.1%	0.0%	1.3
CCOc1ccccc1NC(=O)CSc1nnc(Cn2c(=O)sc3ccccc32)n1C	35.8%	-2.8%	-4.9%	-10.8%	2.6%	i	-10.0%[59 µM]	-14.8%	-0.6
COc1ccc(NC2=NCCC2)cc1	10.4%	17.6%	-3.2%	4.3%	0.4%	-2.4%	-24.5%[59 µM]	-21.4%	-7.1
O=C(c1ccccc1)N1CCN(S(=O)(=O)c2cccc(NS(=O)(=O)c3ccccc3)c2)CC1	-5.7%	7.1%	-4.2%	-18.3%	7.7%	3.0%	-19.7%	-18.6%	-0.6
c1ccc(-c2csc(Nc3nc(N4CCOCC4)nc(N4CCOCC4)n3)n2)cc1	22.9%	-2.3%	?	-15.7%	-1.8%	-4.3%	14.2%	-1.7%	-1.0
O=C1C2C3C=CC(C3)C2C(=O)N1c1n[nH]c(CCc2ccccc2)n1 (centres undefined)	9.7%	-1.1%	-4.0%	-5.7%	5.0%	-4.1%	1.2%[12.7 µM]	-8.3%	3.7
O=C1C=CC(=O)N1c1ccc(Nc2ccccc2)cc1	?	nt	0.2%	0.8%	33.4%[activator]	1.6%	nt	50.1µM*	?
CN(CCC#N)C(=O)CSc1nc2scc(-c3ccccc3)c2c(=O)[nH]1	33.0%	-5.5%	6.1%	-15.4%	1.5%	-1.6%	?	-15.4%	-4.1
CCC(C)NC(=O)c1cc(-c2ccccc2O)on1 (centres undefined)	16.3%	-4.8%	3.8%	-2.9%	14.5%	-6.0%	20.9%	-15.0%	-0.6
O=C(CCC(=O)c1cccs1)OCc1nnc(-c2ccccc2)o1	?	4.4%	-4.1%	-9.2%	9.4%	-1.7%	13.6%[12.7 µM]	50.1µM*	-3.8
CCOC(=O)c1c(NC(=O)c2cccs2)sc(C(=O)N(C)C)c1C	-13.1%	1.9%	26.1%	-8.6%	8.1%	-8.7%	?	-8.2%	2.5
COc1ccc(NC(=O)CNS(=O)(=O)c2ccccc2)cc1Cl	21.8%	5.1%	3.4%	4.9%	3.4%	nt	7.5%[59 µM]	-10.4%	5.6
COc1ccccc1/C=N/OC(=O)c1ccc(F)cc1	30.7%	11.1%	2.9%	-15.6%	-2.8%	i	11.8%	-8.8%	3.2
CC(=O)NCC1CCCN(c2nc3nonc3nc2N(C)Cc2ccccc2)C1 (centres undefined)	41.9%[activator]	-18.4%	-0.7%	-5.0%	-6.2%	-1.9%	5.4%	-2.8%	5.0
Cc1cccc(-c2noc(CN(C(=O)CCc3ccccc3)C(C)C)n2)c1	77.8%[activator]	44.2%[activator]	0.3%	-8.2%	2.8%	nt	-2.3%[12.7 µM]	54.6%[activator]	6.9
CCN(CC(=O)NC(C)(C)C)C(=O)COc1c(Cl)cc(Cl)c2ccc(C)nc12	35.1%	10.8%	-0.3%	-17.8%	-3.6%	-11.0%	-24.8%	0.7%	1.3
COc1ccc(S(=O)(=O)NCCc2nnc3ccc(SCC(=O)Nc4nc(C)cs4)nn23)cc1	35.5%	0.1%	8.7%	-16.1%	2.1%	1.1%	17.8%[59 µM]	1.4%	-2.5
CC1(C)Oc2ccc(C(=O)N3CCOCC3)cc2N(CC(=O)N2CCOCC2)C1=O	23.6%	11.2%	-3.6%	-10.3%	3.4%	-6.2%	-32.7%	0.7%	-1.7
CCc1ccc(CNC(=O)c2ccc3c(c2)N=C(C)c2cc(C)ccc2S3)cc1	17.3%	-17.4%	25.7%	-15.1%	-10.1%	-3.4%	-25.6%[59 µM]	-28.8%	2.6
CC(=O)Oc1cccc(N2C(=O)c3cccc4c([N+](=O)[O-])ccc(c34)C2=O)c1	28.9%	2.7%	?	-18.4%	-0.7%	-5.4%	39.8µM*	2.0%	2.6
Cc1nn(-c2ccccc2)c(-n2cccc2)c1C(=O)N1CCN(c2ccccc2)CC1	16.7%	-28.6%	?	-18.2%	11.2%	-1.9%	2.9%[59 µM]	-11.1%	2.5
CC(NC(=O)OC1CCCCC1)N1C(=O)C2C3C=CC(C3)C2C1=O (centres undefined)	15.4%	-2.1%	1.4%	6.1%	5.3%	i	13.9%[0.0925 µM]	-19.2%	-0.7
CCN(CC)S(=O)(=O)c1ccc(N2CCCC2)c(NC(=O)C2CSC3(C)CCC(=O)N23)c1 (centres undefined)	15.7%	-10.8%	-0.9%	?	0.9%	1.3%	?	-5.5%	-2.4
Cc1ccc(-c2cc(C(F)F)n3ncc(C(=O)Nc4cn(C)nc4C)c3n2)cc1	38.3%	-10.8%	3.3%	-2.2%	-5.5%	1.8%	-10.2%[12.7 µM]	5.7%	-1.4
Cc1ccc(N2CCOCC2)c2c1C(=O)c1ccccc1C2=O	12.6µM*	14.1µM*	-1.7%	-19.2%	4.2%	-4.1%	3.55µM*	31.6µM*	-6.3
CCN(CC(=O)Nc1c(F)cccc1F)C(=O)CCCOc1ccc(OC)cc1	25.5%	6.3%	1.5%	-20.4%	-2.6%	4.6%	-6.6%	-6.9%	-1.9
Cn1cc(S(=O)(=O)CC(=O)N2CCc3ccccc32)c2ccccc21	10.1%	-5.3%	1.4%	-7.2%	0.0%	6.2%	-14.3%	-14.6%	3.3
CCc1ccc(NC(=O)CSc2nc3c(c(=O)[nH]2)CN(Cc2ccc4c(c2)OCO4)CC3)cc1	14.3%	-8.8%	2.8%	-12.7%	-7.0%	-1.7%	-4.2%[59 µM]	-14.6%	-2.8
COc1ccc(C2/C=C\CN(S(=O)(=O)/C=C/c3ccccc3)CC(=O)N2Cc2ccc(F)cc2)cc1 (centres undefined)	31.8%&34.5%	3.2%	6.3%&2.3%	-18.4%	9.4%	2.5%	-39.7%[12.7 µM]	-22.1%&-15.4%	0.2
Cc1sc2ncnc(NCC3(N4CCOCC4)CCCCC3)c2c1C	49.7%[activator]	25.9%	0.0%	-0.3%	0.8%	-7.2%	-8.2%	-19.4%	-0.9
Cc1ccc(OCC(=O)Nc2ccc(S(=O)(=O)Nc3ncccn3)cc2)c(C(C)(C)C)c1	33.3%	-4.3%	7.1%	-18.3%	0.8%	2.7%	14.1µM*	-10.1%	-3.1
CN(Cc1ccccc1)C(=O)CCS(=O)(=O)c1ccc2c(c1)NC(=O)CS2	8.9%	-12.2%[57.1 µM]	5.4%	-10.5%	-5.4%	-0.1%	10.7%	-12.0%	-0.3
COc1cc2c(cc1OC)C(C(=O)Nc1ccc(F)c(Cl)c1)CC(=O)N2 (centres undefined)	27.7%	-5.5%	-2.4%	-5.7%	15.4%	-3.8%	7.5%	-14.8%	-24.5
COc1ccc(NS(=O)(=O)c2cccc(-c3nnc(-c4ccccc4)o3)c2)cc1	17.0%	6.1%	7.0%	-14.1%	15.0%	4.8%	-16.6%[59 µM]	-7.6%	-2.6
O=C(Nn1c(C2CC2)nc2ccccc2c1=O)c1ccco1	44.4%[activator]	6.8%	-3.1%	-7.7%	-5.8%	-6.2%	-15.9%[59 µM]	-3.2%	-1.6
CC(C)c1ccc(/C=N/NC(=O)c2cccc(Cl)c2)cc1	21.9%	-5.0%	-2.2%	-10.6%	8.8%	14.3%	16.5%	-17.2%	-1.7
Cn1c(N)c(C(=O)CSc2nn(-c3ccccc3)c(=S)s2)c(=O)n(C)c1=O	11.1%	0.4%	1.4%	-17.4%	-2.5%	4.2%	50.1µM*	-21.4%	-0.8
CCc1ccc(CNC(=O)c2ccc3c(c2)nc2n3CCC(C)C2)cc1 (centres undefined)	14.9%[57 µM]	-0.6%	?	-14.4%	-14.0%	5.4%	-22.9%[59 µM]	-15.6%	-5.1
O=C(Nc1ccc(-c2ccccc2)cc1)c1ccccc1	30.9%	13.1%	-5.4%	-5.8%	-4.8%	-2.1%	-11.8%[0.501 µM]	10.8%	-4.1

A portion of the library. The share of hits here may be higher or lower than overall.
